# Dynein transport – inhibitors of GR-EGFP nuclear translocation, primary screen, dynein cargo transport inhibitor project, imaging, high-content, 3617.4 mouse cells. test concentration mostly 20 µM; stimulated with dexamethasone, 1 µM; hits give low values. actives 0.47% (n = 220,000). AID 1381, 2008. z-score, hits read low;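 active = plate z-score of nuclear minus cytoplasmic receptor signal below a set negative limit, without overly bright fluorescence or cell loss, cut at about -3.5 in these data, passing the limit was not always enough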;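 also: z-score of nuclear minus cytoplasmic ring GR-EGFP intensity difference per well; some compounds called inactive have numbers as strong as hits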
#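 Also added: dexamethasone, 1.0 µM final. Medium: tet-free, stripped-serum medium. Detection: fixed, Hoechst-stained cells imaged at 10x for EGFP. Read-out: nuclear-to-cytoplasmic GR-EGFP distribution per well. Times: induction 48 h, compound 1 h, agonist 30 min.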
# HIV peptide binding – inhibitors of HIV fusion peptide binding, primary screen, biochemical, uHTS, fluorescence dequenching (AID 1986); cell-free peptide binding, fluorescence dequenching, 30 min; higher % means a stronger effect; inhibition, % at 20 µM, or IC50 in µM where a hit was titrated; actives 0.3% (n = 290,000); in the data active = inhibition mostly above about 52%, no sharp cut-off; inactive = mostly below about 76%; also: some results filed as inactive read as strong as hits
# MT stabilize HCS – microtubule stabilizers in HeLa cells, primary screen, imaging, high-content imaging; HeLa tubulin immunostaining HCS, 24 h; share of cells brighter than vehicle mean+2SD; % tubulin-high responders, % at 10 µM; actives 0.83% (n = 200,000);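 active = plate Z-score above 3 for both tubulin-high and condensed-nucleus cell shares, with cell loss under 80%, at 10 µM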;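 also: anti alpha tubulin signal scored within the nucleus-defined area of each cell; some results filed as inactive read as strong as hits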
# Insulin prom up – insulin promoter activators in MIN6 cells, imaging, high-content screening, mouse beta cells | MIN6 insulin promoter-GFP reporter; hits give high values | z-score at 5 µM | actives 0.3% (n = 190,000);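 active = z-score above 3 at 5 µM with at least 500 cells counted in the well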
# Yfh1-off respiration – enhancers of respiration in Yfh1-depleted yeast, dose response, Friedreich's ataxia, plus single-dose screen (AID 1465); fold induction at 50 µM, or EC50 in µM where a hit was titrated; actives 0.074% (n = 220,000); S. cerevisiae Yfh1-off respiration, WST-1 reduction, 72 h; higher fold induction means a stronger effect;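 active = fold induction of absorbance versus untreated yeast above a set limit, then at least 30% activation at any dose in follow-up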;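 also: activators that raise dye reduction in frataxin-depleted yeast; strong numbers were not always called active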
# Autophagy mod – autophagy modulators in MEF cells, primary screen, imaging, high-content, MEF GFP-LC3 | MEF GFP-LC3 puncta imaging; test concentration mostly 10 µM | actives 0.98% (n = 190,000) | calls only at 10 µM (by protocol);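 active = percentage of spot-positive cells more than 3 SD above its plate mean, without a fluorescence outlier flag or 80% toxicity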;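 also: spot-positive cell cutoff set from DMSO-treated cells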
# bCat nuc transl – modulators of beta-catenin nuclear translocation, primary screen, imaging, HeLa cells, immunofluorescence, high-content; actives 0.3% (n = 190,000); nuclear translocation activity, % at 5 µM;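 active = nuclear translocation activity above 50% at 5 µM, with a well cell count of 50 or more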;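 also: per-cell ratio of nuclear to cytoplasmic median beta-catenin stain intensity; plate controls were DMSO negative control for no effect and GSK-3 inhibitor IX positive control for full effect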
#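 assay system = human HeLa cells, endogenous beta-catenin | times = compound treatment 24 h, 37°C, 5% CO2 | detection = Anti-beta-catenin immunofluorescence on PFA-fixed, Triton-permeabilized cells, DAPI nuclei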
# AID2073 – inhibitors of Mint1-CaV2.2 protein interaction, biochemical, HTRF (AID 2073) | Voltage-dependent N-type calcium channel subunit alpha-1B (Homo sapiens) | HTRF protein-protein interaction, Mint1-CaV2.2; higher % means a stronger effect | inhibition, % at 20 µM; hits with a dose series show IC50 in µM | actives 0.19% (n = 290,000); in the data active = inhibition mostly above about 51%, no sharp cut-off; also: some results filed as inactive read as strong as hits
# WT yeast gro inh – growth inhibition of WT strain, primary screen, mitochondrial fusion inhibitor project, WT and mutant strains, chemical genetic; AID 1362, 2008; inhibition, % at 10 µM; actives 2.1% (n = 190,000); mitochondrial fusion phenotypic screen; in the data active = inhibition above about 58%; tested in S. cerevisiae
# WT yeast gro inh mutant strain – recorded beside WT yeast gro inh, whose call it bears; inhibition, %; mitochondrial fusion phenotypic screen, mutant strain inhibition
# Dynein transport cytoplasmic EGFP – further read-out of Dynein transport, marked with its call; z-score; measured here: cytoplasmic GR-EGFP intensity; hits give high values
# Dynein transport nuclear GR-EGFP – recorded beside Dynein transport, whose call it bears; z-score; measured here: nuclear GR-EGFP intensity;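 lower value marks the stronger effect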
# Dynein transport cell count – recorded beside Dynein transport, whose call it bears; z-score; measured here: cell count per field
# Insulin prom up cell count – second read-out of Insulin prom up, no call of its own (marks repeat the call); cell count; measured here: cytotoxicity, nuclei count;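 total cells summed across four imaged fields per well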
# bCat nuc transl cell count 5 µM – also measured in bCat nuc transl; calls as there; cell count; measured here: cell count, cytotoxicity flag
# MT stabilize HCS Hoechst-high % – second read-out of MT stabilize HCS, no call of its own (marks repeat the call); % Hoechst-high responders; measured here: nuclear condensation Hoechst responders;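 share of cells brighter than vehicle mean plus two SD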
# MT stabilize HCS cytotoxicity % – recorded beside MT stabilize HCS, whose call it bears; toxicity, %; measured here: cytotoxicity by cell density;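 0% = mean cell density of plate MIN control wells and 100% = no cells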
# Autophagy mod cell loss 18 h – second read-out of Autophagy mod, no call of its own (marks repeat the call); toxicity, %; measured here: cell loss, nuclei count;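 cell loss after 18 h compound exposure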
# Numbers without * were called inactive; i = inactive; · = no result given; + = active, no number.
canonical_smiles	Dynein transport	Dynein transport cytoplasmic EGFP	Dynein transport nuclear GR-EGFP	Dynein transport cell count	HIV peptide binding	MT stabilize HCS	MT stabilize HCS Hoechst-high %	MT stabilize HCS cytotoxicity %	Insulin prom up	Insulin prom up cell count	Yfh1-off respiration	Autophagy mod	Autophagy mod cell loss 18 h	bCat nuc transl	bCat nuc transl cell count 5 µM	AID2073	WT yeast gro inh	WT yeast gro inh mutant strain
N#C/C(=C/c1ccc(N2CCCCC2)o1)C(=O)Nc1ccc2ccccc2c1	-4*	0.072*	-3.4*	-0.62*	153%	2.8	3.0	8.7	·	·	i	·	·	6.1	454	4%	20	8
Cc1onc(-c2c(Cl)cccc2Cl)c1NC(=O)NN(C)C	1.1	-0.21	0.71	-0.45	0.0%	·	·	·	-0.39	1491	i	·	·	0.7	1109	-4%	·	·
CC(OC(=O)C1CCCCC1)c1nc2ccccc2[nH]1 (stereo not drawn)	-0.12	-0.23	-0.093	0.55	1.4%	2.4	2.6	11	-0.62	1253	i	i	-4	-0.4	837	2%	-8	18
COc1cccc(-n2c(SCC(=O)NCCC3=CCCCC3)nc3n[nH]c(C)c3c2=N)c1	0.15	-0.15	0.14	0.26	-2.3%	3.6	0.8	4.5	-0.03	1661	i	i	2	-1.3	1452	-1%	19	-5
CCOC(=O)C1=C(CNCCc2ccc(Cl)cc2)NC(=O)NC1c1ccc2c(c1)OCO2 (stereo not drawn)	0.6	-0.27	-0.42	0.6	-3.1%	3.6	1.8	5.5	-0.73	1244	i	i	-4	·	·	-3%	55	0
COc1cc(NC(=O)CN2c3cccc4cccc(c34)S2(=O)=O)cc(OC)c1OC	0.14	-0.043	0.18	-0.099	1.3%	3.7	3.0	5.8	0.67	1243	i	i	5	-0.1	897	16%	-4	-9
O=c1oc2ccc(Cl)cc2cc1-c1nnc(Nc2cccc(C(F)(F)F)c2)s1	-0.61	0.35	0.36	0.67	0.3%	3.2	1.6	9.1	0.56	1324	·	i	2	-1.6	557	1%	-7	-6
COCCN(C(=O)c1cc(OC)c(OC)c(OC)c1)c1c(N)n(Cc2ccccc2)c(=O)[nH]c1=O	-0.39	-0.28	-0.052	0.77	1.5%	2.3	1.5	5.0	-0.07	1277	i	i	11	-1.6	1084	7%	-4	-1
O=S(=O)(c1ccc(NC(=S)NCCC(c2ccccc2)c2ccccc2)cc1)N1CCOCC1	2.3	0.5	0.83	-1.3	-0.4%	6.4	3.6	9.1	-0.25	1084	i	i	10	6.3	516	2%	-22	-29
COc1ccc(C(=O)N2CCOC2CNC(=O)C(=O)NCc2ccc(Cl)cc2)cc1 (stereo not drawn)	0.3	-0.17	0.25	-0.18	1.8%	1.4	1.2	3.4	-0.99	1263	i	i	-12	0.8	1100	6%	0	-26
CCOc1ccc(CC(=O)C2=C(N3CCOCC3)CC(C)(C)CC2=O)cc1OCC	-0.48	-0.35	-0.26	0.33	-0.4%	3.0	2.9	2.2	-0.07	1256	i	i	-5	1.1	1093	9%	-26	6
O=C(O)COc1ccc(/C=N/NC(=O)c2ccccc2Br)cc1	1.1	-0.091	0.72	-0.94	-1.0%	3.4	1.1	3.3	-0.79	1453	i	i	-31	-0.4	950	9%	5	8
NC(=O)c1ccccc1NS(=O)(=O)Cc1ccccc1	0.3	-0.2	0.14	-0.03	-0.5%	1.1	1.2	0.2	0.04	1076	i	i	5	-0.7	1099	0%	-22	66
Cc1ccc(N2C(N)=C(C#N)C3(C(=O)N(C)c4ccccc43)C3=C2CC(C)(C)CC3=O)cc1Cl (stereo not drawn)	0.79	-0.34	0.86	-0.76	1.4%	2.9	1.8	5.0	-0.97	838	i	i	18	-4.1	1173	-4%	2	-59
Cc1cc(C)cc(NC(=O)C(Nc2ccccc2)c2ccccc2)c1 (stereo not drawn)	-0.099	-0.3	-0.18	0.54	3.0%	2.7	3.8	5.5	-0.59	1313	i	i	-8	0.5	945	10%	40	1
CC(=O)Nc1ccccc1OCC(=O)NCCC1=CCCCC1	-0.65	-0.15	-0.46	0.28	0.6%	2.7	1.6	7.9	-0.82	1443	i	i	3	0.1	1083	-2%	-17	-8
Cc1ccc(S(=O)(=O)NC2=C(N3CCN(Cc4ccccc4)CC3)C(=O)c3ccccc3C2=O)cc1	0.28	-0.046	0.25	-0.049	0.7%	0.8	1.5	11	-0.02	998	·	i	-5	-2.7	1281	-1%	16	6
Cn1nnnc1SCCNCc1cccnc1	1.7	0.049	1	-0.89	5.0%	1.6	1.5	14	-0.05	1179	i	i	2	-3.1	807	-1%	-7	-13
COC(=O)[C@H](C)NC(=O)Nc1ccccc1C(F)(F)F	-0.42	0.23	-0.0078	0.55	0.6%	2.6	2.0	7.0	0.02	1120	i	i	0	-1.3	1140	8%	-11	6
Cc1nonc1NC(=O)CSc1nc2c(C)cccc2cc1C#N	0.64	5.5	1.3	0.81	24%	2.5	1.9	11	·	·	i	+	0.4*	-1.7	1125	19%	-10	-8

# Among those listed so far, these have fluorine.
canonical_smiles	Dynein transport	Dynein transport cytoplasmic EGFP	Dynein transport nuclear GR-EGFP	Dynein transport cell count	HIV peptide binding	MT stabilize HCS	MT stabilize HCS Hoechst-high %	MT stabilize HCS cytotoxicity %	Insulin prom up	Insulin prom up cell count	Yfh1-off respiration	Autophagy mod	Autophagy mod cell loss 18 h	bCat nuc transl	bCat nuc transl cell count 5 µM	AID2073	WT yeast gro inh	WT yeast gro inh mutant strain
O=c1oc2ccc(Cl)cc2cc1-c1nnc(Nc2cccc(C(F)(F)F)c2)s1	-0.61	0.35	0.36	0.67	0.3%	3.2	1.6	9.1	0.56	1324	·	i	2	-1.6	557	1%	-7	-6
COC(=O)[C@H](C)NC(=O)Nc1ccccc1C(F)(F)F	-0.42	0.23	-0.0078	0.55	0.6%	2.6	2.0	7.0	0.02	1120	i	i	0	-1.3	1140	8%	-11	6

# The list goes on.
canonical_smiles	Dynein transport	Dynein transport cytoplasmic EGFP	Dynein transport nuclear GR-EGFP	Dynein transport cell count	HIV peptide binding	MT stabilize HCS	MT stabilize HCS Hoechst-high %	MT stabilize HCS cytotoxicity %	Insulin prom up	Insulin prom up cell count	Yfh1-off respiration	Autophagy mod	Autophagy mod cell loss 18 h	bCat nuc transl	bCat nuc transl cell count 5 µM	AID2073	WT yeast gro inh	WT yeast gro inh mutant strain
COc1ccc(CN=Cc2[nH]c3ccc(Br)c(Cl)c3c2O)cc1	-5*	2.6*	-2.2*	0.18*	8.2%	2.2	1.7	4.2	·	·	·	i	7	2.5	1141	3%	51	33
CCc1sc(C(=O)N2CCN(S(C)(=O)=O)CC2)cc1Br	-0.24	-0.27	-0.43	0.52	-1.5%	2.5	1.9	2.1	0.18	1852	i	i	34	0.0	1042	-1%	-1	-31
CC(C)Cc1ccc(C(C)NC(=O)c2ccc(=O)[nH]c2)cc1 (stereo not drawn)	-0.58	0.33	-0.32	0.46	-0.4%	1.9	2.0	8.4	0.44	1617	i	i	1	-3.1	1086	-4%	-4	0
Cn1c(Cc2nc(-c3cnccn3)no2)nnc1SCC(=O)Nc1ccccc1	0.17	-0.23	-0.036	0.12	-1.1%	·	·	·	0.01	1414	i	·	·	-0.2	1324	3%	·	·
COc1ccc(NC(=O)CSc2nnc(-c3cccs3)n2-c2ccccc2)cc1	-0.051	-0.41	-0.014	0.33	-0.7%	3.6	2.6	7.8	-0.4	1281	i	i	6	-4.0	899	-3%	-5	-4
Cc1csc(NC(=O)CSc2nnc(-c3ccc(S(=O)(=O)N4CCCC4)cc3)o2)n1	-0.31	-0.27	-0.11	-0.7	3.3%	3.4	3.1	7.0	·	·	i	i	18	-2.6	1146	2%	-2	14
COc1cc(/C=C/C(=O)OCC(=O)NC(=O)NC(C)(C)C)cc(OC)c1OC	0.41	-0.17	0.31	-0.059	-0.6%	5.1	3.5	10	-0.45	1287	i	i	-7	-2.9	1087	6%	-6	-21
Cc1cccc2cc(C3CC(c4ccco4)=NN3C(=O)CCC(=O)O)c(Cl)nc12 (stereo not drawn)	-1.3	-0.32	-1.1	1.3	29%	1.1	1.9	6.8	·	·	i	i	-2	1.2	943	7%	2	-17
CCc1nc2oc3ccccc3c(=O)c2c(=O)n1Cc1ccccc1	0.53	-0.38	0.57	0.29	4.2%	5.9	3.1	8.9	-0.41	1175	i	i	-5	-3.0	1001	3%	-4	-5
COc1ccc(CN(CC2CCC(C(=O)O)CC2)C(=S)Nc2cccc(C)c2)cc1 (stereo not drawn)	0.39	-0.13	0.096	-0.73	-1.9%	1.9	3.1	8.7	3.6*	1299*	i	i	-6	-0.1	1107	-13%	6	4
N#CCCn1cc(/C=N/O)c(-c2ccc(Cl)cc2)n1	2.6	-0.22	-0.13	-1.2	-0.5%	3.4	2.0	4.9	0.45	1605	i	i	0	0.1	1355	7%	9	6
Nc1nc(SCC(=O)Nc2ccccc2)[nH]c(=O)c1-c1ccccc1	0.2	-0.14	0.5	0.017	0.1%	1.1	1.4	6.9	0.14	865	i	i	0	·	·	-5%	-3	4
Cc1ccc(OCC(=O)N2CCN(C(=O)c3cccc(F)c3)CC2)cc1	-0.91	-0.27	-0.16	0.29	1.2%	2.1	1.8	11	0.47	1479	i	i	15	-0.7	1521	7%	2	4
CCC1CCCCN1Cc1nc2c(c(=O)n(C)c(=O)n2C)n1CCC(C)C (stereo not drawn)	0.3	-0.24	0.35	0.64	-1.2%	2.3	2.7	6.3	-0.79	1279	i	i	5	1.3	978	1%	·	·
CCOn1c(=O)c(=O)n(OC)c2ccccc21	0.33	-0.24	0.6	0.22	-1.2%	·	·	·	0.15	1100	i	·	·	-0.2	1353	16%	·	·

# High-throughput results: PubChem BioAssay, several laboratories
